# HEK293 NOD2/NF-kB: NOD2 signaling inhibitors, cell-based, luminescence, uHTS, HEK293 (AID 1566); actives 0.63% (n = 290,000); HEK293 NOD2/NF-kB luciferase reporter, luminescence; higher % means a stronger effect; inhibition, % at 4 µM; hits with a dose series show EC50 in µM; also: many of its hits are not listed in these tables
# NOD1 inhibition: inhibition of NOD1-driven NF-kB reporter – cell-based, luminescence, uHTS, primary screen (AID 1578); inhibition, % at 4 µM; hits with a dose series show EC50 in µM; NOD1-driven NF-kB luciferase reporter cells, luminescence; higher % means a stronger effect; actives 1% (n = 290,000); in the data active = inhibition mostly above about 36%, no sharp cut-off; inactive = mostly below about 34%;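 also: HEK-293T reporter cells stimulated with the NOD1 agonist gamma-tri-DAP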
# KOR beta-arrestin-1: KOR antagonists, beta-arrestin recruitment, cell-based, luminescence, uHTS (AID 1778); KOR beta-arrestin recruitment, luminescence, antagonist mode; higher % means a stronger effect; inhibition, % at 10 µM, or IC50 in µM where a hit was titrated; actives 0.091% (n = 290,000); also: strong numbers were not always called active
# Large T inhibition: TAg ATPase/helicase activity blockers – biochemical (AID 1903) | actives 0.39% (n = 310,000) | SV40 large T antigen ATPase/helicase inhibition assay; higher % means a stronger effect | inhibition, % at 20 µM, or IC50 in µM where a hit was titrated; in the data active = a potency from the dose series; also: strong numbers were not always called active
# GPR55 antagonists: inhibition of LPI-stimulated GPR55 beta-arrestin translocation – imaging, U2OS, beta-arrestin-GFP, LPI agonist, primary screen (AID 2013). actives 0.13% (n = 290,000). U2OS GPR55 beta-arrestin-GFP translocation imaging, LPI antagonism; higher % means a stronger effect. inhibition, % at 10 µM, or IC50 in µM where a hit was titrated;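 active = spots per cell inhibited over 60%, with over 100 cells counted and total cytoplasm intensity under 500,000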;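 also: U2OS cells stably carrying GPR55 and arrestin-GFP stimulated by 5 µM LPI near EC80; imaged beta-arrestin-GFP aggregate spots per cell after agonist stimulation; plate controls were LPI-stimulated DMSO wells for no effect and DMSO wells without LPI for full effect; some results filed as inactive read as strong as hits; confirmed hits need IC50 under 10 µM and bright autofluorescent wells are also inconclusive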
# KOR beta-arrestin-2: KOR agonists, beta-arrestin recruitment, primary screen, cell-based, luminescence, uHTS (AID 1777); actives 0.02% (n = 280,000); KOR beta-arrestin recruitment, luminescence; higher % means a stronger effect; activation, % at 10 µM; hits with a dose series show EC50 in µM; in the data active = activation above about 50%, passing the limit was not always enough; also: a part of the inactive calls stands beside numbers as strong as those of hits
# MgcRacGAP inhibition: MgcRacGAP GTPase-activating activity inhibitors, confirmation, biochemical, ADP Hunter fluorescence. MgcRacGAP-stimulated Rac1 GTP hydrolysis, ADP Hunter fluorescence; higher % means a stronger effect; GST-tagged Rac1 F28L mutant substrate. one-dose inhibition, % at 30 µM; IC50 in µM for titrated hits. actives 0.6% (n = 340,000). AID 624330;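 active = first-screen hits whose inhibition reached a set limit at any dose in the follow-up dose series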;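 also: fluorescence reports GDP produced by GAP-driven GTP hydrolysis; strong numbers were not always called active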
# GPR55 activation: selective activators of receptor GPR55 – imaging, U2OS cells, beta-arrestin-GFP redistribution, primary screen (AID 1961); U2OS GPR55 beta-arrestin-GFP redistribution imaging; higher % means a stronger effect; activation, % at 10 µM, or EC50 in µM where a hit was titrated; actives 0.048% (n = 290,000);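 active = activation above 40% with more than 50 cells counted in the well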;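 also: U2OS osteosarcoma cells stably expressing GPR55 and beta-arrestin-GFP; plate controls were DMSO negative control for no effect and LPI positive control for full effect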
# HIV fusion peptide: cell-free HIV fusion peptide-binding blockers – biochemical, uHTS, fluorescence dequenching, primary screen (AID 1986). cell-free peptide binding, fluorescence dequenching, 30 min; higher % means a stronger effect. inhibition, % at 20 µM, or IC50 in µM where a hit was titrated. actives 0.3% (n = 290,000); in the data active = inhibition mostly above about 52%, no sharp cut-off; inactive = mostly below about 76%; also: some results filed as inactive read as strong as hits
# The depositor's hits bear a star; . = no result given; [ ] = dose if it differs, or a comment. Rule as the data show it, unless noted: active = inhibition above about 50%; inactive = the rest. The list is partial; the hit share may differ from the screen's.
# The line under a structure holds: HEK293 NOD2/NF-kB | NOD1 inhibition | KOR beta-arrestin-1 | Large T inhibition | GPR55 antagonists | KOR beta-arrestin-2 | MgcRacGAP inhibition | GPR55 activation | HIV fusion peptide
> O=C(CSCc1ccc(Cl)cc1)Nc1ccc2c(c1)OCO2
    -20% | -10% | 1% | 9% | -7% | -4.0% | 5% | -0.3% | 2.4%
> O=c1c2ccccc2nc2c3ccccc3c(NCc3ccccn3)nn12
    20% | -32% | -4% | 0% | -5% | -3.5% | 10% | -0.1% | 0.4%
> COCCN(C(=O)Nc1ccc(F)cc1F)c1nc2ccccc2s1
    -15% | -37% | 12% | 9% | -6% | -1.4% | 6% | 0.2% | -0.2%
> O=C(CN1c2ccccc2Sc2ccccc21)NNC(=S)Nc1ccc(Cl)cc1
    0% | 6% | 1% | 17% | 0% | -2.7% | 15% | -0.1% | 29%
> Cc1sc(NC(=O)CSc2nc(O)cc(=O)[nH]2)nc1-c1ccccc1
    -8% | -24% | -13% | 22% | 11% | 0.0% | 3% | 0.2% | 29%
> COc1cc2c(cc1OC)C(C)N(C(=O)Nc1ccccc1)CC2 (stereo not drawn)
    -41% | -6% | -21% | 11% | 0% | -1.3% | 10% | -0.1% | 2.1%
> O=S(=O)(c1ccc(Cl)cc1)N1CCN(c2ccc(N3CCOCC3)nn2)CC1
    8% | 10% | 13% | 7% | -2% | -7.2% | 3% | 0.2% | -1.9%
> Cc1cc(C)c(C)c(S(=O)(=O)N2C(=S)NC(=O)C2C(C)C)c1C (stereo not drawn)
    19% | -6% | 21% | 9% | -1% | 0.2% | 9% | -0.1% | 7.4%
> O=C(Nc1nc2cc3c(cc2s1)OCO3)C1CC1
    -33% | -5% | -22% | 4% | 10% | 3.5% | 5% | -0.1% | 1.6%
> Cc1cc(C)c(C(=O)NC2CCCc3c2cnn3-c2cccc(C)c2C)o1 (stereo not drawn)
    -44% | -11% | 27% | 31% | 15% | -4.1% | 6% | 0.7% | -1.1%
> CC(C)C(C)(C#N)NC(=O)CSc1nc2scc(-c3ccco3)c2c(=O)n1-c1ccccc1 (stereo not drawn)
    -1% | -13% | -33% | 35% | 13% | 2.3% | 8% | 0.4% | -0.1%
> CC(C)CC(NC(=O)OC(C)(C)C)C(=O)NCc1ccccc1 (stereo not drawn)
    14% | 13% | -27% | 11% | 3% | -11% | 6% | -0.2% | 0.2%
> CCCC(=O)N1CCN(c2nc(CC(C)C)c3c(c2C#N)CCC3)CC1
    20% | -15% | -2% | 13% | 6% | 5.9% | -3% | 0.5% | 0.3%
> O=C(CSCc1ccc(Cl)cc1)Nc1ccc(-c2nnc(-c3ccccc3)o2)cc1
    13% | -44% | 13% | 1% | -5% | 32% | 2% | -0.2% | 2.2%
> COc1ccc(N(C)C(=O)CCS(=O)(=O)c2cccc3nonc23)c(OC)c1
    0% | 8% | -45% | 3% | 37% | 1.0% | 2% | -0.1% | -0.6%
> CCOC(=O)Cc1csc(/N=C/c2c(O)n(-c3ccc(C)c(C)c3)c(=O)c3ccccc23)n1
    23% | 6% | -1% | 5% | 11% | -3.5% | 5% | -0.1% | 2.7%
> COCC1CCN(C(=O)CCc2nnc(CCCCc3ccccc3)o2)CC1
    19% | -8% | 0% | 8% | 11% | -9.1% | 7% | -0.3% | -1.1%
> CC(C)(C)C(=O)NC(=S)NCc1ccccc1
    -17% | -23% | 12% | 7% | 4% | 2.4% | 1% | 0.2% | 1.3%
> CC(C)(C)c1ccc(OCC(=O)NNC(=O)CCc2ccccc2)cc1
    3% | . | -35% | 0% | -6% | 4.9% | 5% | -0.1% | -3.8%
> Cc1cc(=O)[nH]c(=S)[nH]1
    6% | -6% | -4% | 5% | -1% | -4.1% | 3% | -0.1% | -0.2%

# A draw from above in order of count of non-hydrogen atoms, ascending:
# The line under a structure holds: HEK293 NOD2/NF-kB | NOD1 inhibition | KOR beta-arrestin-1 | Large T inhibition | GPR55 antagonists | KOR beta-arrestin-2 | MgcRacGAP inhibition | GPR55 activation | HIV fusion peptide
> Cc1cc(=O)[nH]c(=S)[nH]1
    6% | -6% | -4% | 5% | -1% | -4.1% | 3% | -0.1% | -0.2%
> CC(C)(C)C(=O)NC(=S)NCc1ccccc1
    -17% | -23% | 12% | 7% | 4% | 2.4% | 1% | 0.2% | 1.3%
> O=C(Nc1nc2cc3c(cc2s1)OCO3)C1CC1
    -33% | -5% | -22% | 4% | 10% | 3.5% | 5% | -0.1% | 1.6%
> Cc1cc(C)c(C)c(S(=O)(=O)N2C(=S)NC(=O)C2C(C)C)c1C (stereo not drawn)
    19% | -6% | 21% | 9% | -1% | 0.2% | 9% | -0.1% | 7.4%
> CCCC(=O)N1CCN(c2nc(CC(C)C)c3c(c2C#N)CCC3)CC1
    20% | -15% | -2% | 13% | 6% | 5.9% | -3% | 0.5% | 0.3%
> Cc1cc(C)c(C(=O)NC2CCCc3c2cnn3-c2cccc(C)c2C)o1 (stereo not drawn)
    -44% | -11% | 27% | 31% | 15% | -4.1% | 6% | 0.7% | -1.1%
> COCC1CCN(C(=O)CCc2nnc(CCCCc3ccccc3)o2)CC1
    19% | -8% | 0% | 8% | 11% | -9.1% | 7% | -0.3% | -1.1%
> O=C(CSCc1ccc(Cl)cc1)Nc1ccc(-c2nnc(-c3ccccc3)o2)cc1
    13% | -44% | 13% | 1% | -5% | 32% | 2% | -0.2% | 2.2%
> CC(C)C(C)(C#N)NC(=O)CSc1nc2scc(-c3ccco3)c2c(=O)n1-c1ccccc1 (stereo not drawn)
    -1% | -13% | -33% | 35% | 13% | 2.3% | 8% | 0.4% | -0.1%

# Additional results
# The line under a structure holds: HEK293 NOD2/NF-kB | NOD1 inhibition | KOR beta-arrestin-1 | Large T inhibition | GPR55 antagonists | KOR beta-arrestin-2 | MgcRacGAP inhibition | GPR55 activation | HIV fusion peptide
> NC(=O)c1noc(C(=O)N(CC(=O)NC2CCCC2)Cc2ccc3c(c2)OCO3)c1N
    10% | -18% | 8% | 8% | -4% | 0.5% | -2% | -0.3% | 3.8%
> CCOC(=O)Cn1nc(-c2ccc(Cl)cc2)cc1N
    -12% | -23% | -23% | 19% | -7% | -1.6% | 7% | -0.1% | -2.2%
> CCN(CC1CCCO1)C(=O)c1cc(COc2ccccc2SC)on1 (stereo not drawn)
    -10% | 5% | 4% | 3% | 8% | 2.2% | 3% | 0.0% | -1.5%
> O=C(COC(=O)COc1ccccc1[N+](=O)[O-])NC1CCCC1
    3% | 2% | 29% | 7% | 16% | -3.2% | 2% | -0.3% | 0.6%
> O=C(CCCC(=O)N(CC(=O)NC1CCCC1)Cc1ccc(F)cc1)Nc1ccccn1
    10% | -15% | 4% | 3% | 4% | 1.4% | 3% | -0.2% | -2.3%
> Cc1ccc(N(C(=O)c2csnn2)C(C(=O)NC2CCCCC2)c2ccccn2)cc1 (stereo not drawn)
    -2% | -18% | -18% | 0% | -5% | -2.4% | 6% | 0.7% | 1.7%
> S=C(N/N=C/c1ccc2c(c1)OCO2)NC1CC2CCC1C2 (stereo not drawn)
    -65% | 0% | 3% | 13% | 2% | 0.6% | . | -0.2% | -0.9%
> O=C(CNC(=O)c1[nH]cnc1C(=O)N[C@@H](Cc1ccccc1)C(=O)OCc1ccccc1)OCc1ccccc1
    -10% | 8% | -26%[20 µM] | 21% | -3% | 2.8% | 8% | 0.0% | 0.2%
> CCc1nnc(N2CCN(c3ncnc4c3oc3ccccc34)CC2)s1
    15% | 27% | -44% | 6% | -9% | 1.0% | 23% | -0.1% | -1.8%
> Cc1cc(C(F)(F)Cl)n2ncc(-c3ccccn3)c2n1
    10% | -8% | 0% | -3% | 0% | -4.6% | 8% | -0.1% | 1.3%
> Cc1ccc(NC(=O)c2cc(-c3ccc4c(c3)OCO4)on2)cc1C
    -5% | -11% | -40% | 9% | 4% | 9.5% | 2% | 0.0% | 0.7%
> COCCNc1nc2sc3c(c2c(=O)n1Cc1ccco1)CCCCC3
    -100% | -45% | 18% | 16% | -23% | -2.3% | 4% | 1.5% | -1.8%
> Cc1ccc(N(C)S(=O)(=O)c2ccc3c(c2)CC(C)N3C(=O)C2CC2)cc1 (stereo not drawn)
    12% | -6% | -26% | 1% | 8% | -4.1% | 11% | -0.1% | -0.7%
> Cn1c(=O)[nH]c(=O)c2c1nc(N1CCOCC1)n2CC(O)COc1ccc2ccccc2c1 (stereo not drawn)
    -15% | -18% | 4% | 14% | -14% | -0.7% | 5% | 0.5% | 1.3%
> O=C(NCCN1C(=O)CCC1=O)c1ccncc1
    18% | 7% | 25% | 7% | 4% | 13% | -8% | 0.1% | -0.4%
> C=CCn1c(SC(C)CC)nc(O)cc1=O (stereo not drawn)
    7% | 10% | -10% | 7% | -8% | -7.9% | 11% | -0.2% | -0.4%
> CSc1cc(-c2ccc(Cl)cc2)n(Cc2ccccc2)c(=O)c1C#N
    5% | -56% | -73% | 0% | -6% | 16% | -9% | 0.2% | 0.9%
> O=C(C1=C[C@H](c2ccccc2)C[C@H](OCCCCO)O1)N1CCN(Cc2ccccc2)CC1
    2% | 4% | -21% | 5% | 5% | -0.7% | 4% | 0.1% | 4.2%
> CC(C)(C)c1ccc(C(=O)NNc2ccc(F)cc2F)cc1
    -2% | 2% | 20% | 13% | 10% | -1.7% | 12% | -0.2% | -0.1%
> O=S(=O)(c1cnc[nH]1)N1CCc2ccccc21
    9% | -14% | -7% | 2% | 6% | 2.0% | 4% | -0.1% | -0.6%
> Cc1ccccc1C(=O)NCCSc1ccccc1
    -76% | -90% | 4% | 17% | -8% | 1.9% | 10% | -0.1% | -1.9%
> O=C(Nc1ccc(N2CCOCC2)cc1)c1ccc(COc2ccccc2)cc1
    38% | -9% | -75% | 5% | 0% | 1.5% | 5% | 0.3% | -0.8%
> CCOC(=O)c1cc(C(=O)OCC)cc(-n2c(C)cc(C(=O)CN3CCOCC3)c2C)c1
    -3% | -15% | -4% | 2% | 4% | -8.5% | 8% | -0.2% | -3.2%
> Cc1cccc(NC(=O)C(=O)NCc2ccccn2)c1
    -30% | 8% | -41% | 3% | 10% | 1.6% | -3% | -0.3% | -2.7%
> CCCCCc1c(O)nc(SCCN(CC)CC)[nH]c1=O
    5% | 0% | -15% | 18% | 3% | -3.4% | 5% | -0.5% | 1.3%
> Cc1ccc(-c2nc(N)n(C(=O)Cc3ccccc3)n2)cc1
    3% | . | -13% | 1% | -3% | 7.4% | 0% | -0.1% | 1.4%
> Cc1ccc(S(=O)(=O)N(CC(=O)N2CCc3ccccc3C2)c2cccc(Cl)c2)cc1
    4% | -11% | 12% | -11% | -3% | 4.5% | 2% | 0.0% | -0.7%
> NC(=O)COC(=O)c1cc(S(=O)(=O)N2CCOCC2)ccc1N1CCCCC1
    7% | 10% | 37% | 18% | -7% | 10% | 11% | -0.1% | -1.2%
